Screening results deposited in PubChem by Broad Institute.
miR122 inh: inhibitors of miR-122 in Huh7 cells | hit rate 0.3% among 340,000 | activation (reporter increase), % at 12.5 µM | Huh7 miR-122 Renilla luciferase sensor, 48 h; neutral wells = 0, positive control = 100;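 active = mean replicate activation score at least 90 and every replicate individually at or above 90; inconclusive = only one of the two criteria met; inactive = neither criterion met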;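 also: higher luciferase means less miR-122 activity so hits act as miR-122 inhibitors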
Statin myotox sup: suppression of simvastatin myotoxicity; C2C12 myotubes + simvastatin, ATP luminescence, 48 h; scaled: DMSO 0, geranylgeraniol control 100; rescue of ATP level, % at 7.49 µM; hit rate 0.78% among 330,000;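 active = mean ATP rescue above about 67%, or every replicate alone reaching that limit, limit read from the data, passing the limit was not always enough; inconclusive = no clear call, values can overlap the other calls; inactive = mean under the limit and some replicate under it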;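 also: myotubes were challenged with 10 µM simvastatin during compound exposure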
SIRT5 inh: sirtuin-5 (human) deacylase inhibition; Q9NXA8; Purified SirT5, succinyl-peptide AMC, trypsin-coupled fluorescence; inhibition, % at 15 µM; hit rate 1.1% among 330,000; AID 652115; in the data active = inhibition above about 15%; inconclusive = no clear call, values can overlap the other calls
Target sequence (Q9NXA8 whole entry, looked up): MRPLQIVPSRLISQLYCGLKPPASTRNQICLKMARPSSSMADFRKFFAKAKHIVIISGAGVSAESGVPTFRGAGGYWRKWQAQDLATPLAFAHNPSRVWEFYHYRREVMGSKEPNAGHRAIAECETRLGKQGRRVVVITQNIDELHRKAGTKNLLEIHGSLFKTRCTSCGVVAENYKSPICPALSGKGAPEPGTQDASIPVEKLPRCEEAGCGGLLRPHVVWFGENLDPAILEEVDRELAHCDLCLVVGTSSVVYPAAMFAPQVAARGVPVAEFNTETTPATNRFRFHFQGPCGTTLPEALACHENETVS
ARNT-TACC3 inh: disrupts binding between human ARNT and TACC3. inhibition, % at 9.99 µM. Q9Y6A5. hit rate 0.66% among 390,000. AlphaScreen His-ARNT PAS-B/GST-TACC3 binding, luminescence; TACC3 fragment carries E629A point mutation;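 active = mean inhibition of replicates at least 50% and at least half of replicates each reaching 50%; inconclusive = half or more replicates reach 50% but mean below 50%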;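 also: 0% = complete ARNT plus TACC3 wells and 100% = ARNT alone without TACC3; many hits fall short of the cut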
Cneo AK release: Cryptococcus neoformans lysis via adenylate kinase release | C. neoformans lysis, adenylate kinase release luminescence, 4 h; normalised: neutral wells 0, clomiphene wells 100 | lysis activity, % at 15 µM | hit rate 0.2% among 360,000 | AID 651654;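 active = mean lysis activity across replicates of at least 80%, whatever share of replicates individually reach that level; inactive = mean lysis activity below 80%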
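Assay system: log-phase C. neoformans yeast / Quantity: yeast cell density of 5 × 10^6 cells/mL / Medium: fresh YPD growth medium / Compound: single dose / Timing: static 4 h at 37 °C with compound, 1 h detection / Measured by: adenylate kinase release luminescence / Read-out: lysis from increased AK signal / Benchmarks: Clomiphene as positive lysis control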
ERp5 block: blocks human ERp5 reductase activity on insulin; Q15084; inhibition, % at 9.99 µM; AID 651711; ERp5 insulin aggregation, absorbance 650 nm, 90 min; hit rate 0.05% among 350,000;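 active = mean replicate inhibition above about 25%, with every replicate also reaching it, limit read from the data, passing the limit was not always enough; inconclusive = only one of those two criteria met; inactive = neither criterion met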
Target sequence (Q15084 whole entry, looked up): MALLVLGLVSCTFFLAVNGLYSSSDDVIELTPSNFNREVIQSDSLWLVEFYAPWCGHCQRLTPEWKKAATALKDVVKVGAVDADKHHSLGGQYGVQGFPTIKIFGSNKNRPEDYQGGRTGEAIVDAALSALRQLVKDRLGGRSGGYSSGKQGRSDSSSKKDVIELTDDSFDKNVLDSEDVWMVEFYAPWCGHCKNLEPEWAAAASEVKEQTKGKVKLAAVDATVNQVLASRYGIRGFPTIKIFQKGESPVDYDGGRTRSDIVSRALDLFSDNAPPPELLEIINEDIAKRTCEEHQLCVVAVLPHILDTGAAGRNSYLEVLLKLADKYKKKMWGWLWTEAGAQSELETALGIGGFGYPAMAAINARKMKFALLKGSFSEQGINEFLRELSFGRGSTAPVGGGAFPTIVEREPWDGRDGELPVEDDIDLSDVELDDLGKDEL
esBAF inh: SWI/SNF esBAF complex inhibition; mouse ES cells, Bmi1-luciferase knock-in reporter, 24 h; 100% = twice the neutral-well signal; reporter increase, % at 12.5 µM; hit rate 2% among 350,000; in the data active = activation above about 40%; inconclusive = no clear call, values can overlap the other calls;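 also: 0% = median of the plate's neutral control wells and 100% = double that signal; a rise in the Bmi1 reporter signal indicates esBAF inhibition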
The depositor's hits bear a star; ? = inconclusive; / = no result given; [ ] = remark or other dose. Outcome played no part in choosing rows (roughly 4% active in at least one column).

SMILES	miR122 inh	Statin myotox sup	SIRT5 inh	ARNT-TACC3 inh	Cneo AK release	ERp5 block	esBAF inh
O=C(CNC(=S)N(CCCN1CCOCC1)Cc1cccs1)NC1CCCC1	-8	5	-2	-4	0	1	-7
COc1ccc(-n2c(CN3CCN(C)CC3)nc3ccc([N+](=O)[O-])cc3c2=O)c(OC)c1	16	11	-2	-8	-1	1	-1
Cc1c(C(=O)NC(c2ccccn2)C(F)(F)F)oc2c(F)cccc12 (configuration not stated)	-1	-1	-2	-5	/	6	7
C[C@@H]1CN([C@@H](C)CO)C(=O)c2cc(NC(=O)C3CC3)ccc2O[C@@H]1CN(C)C(=O)Nc1cccc2ccccc12	-3[16.7 µM]	-11	0	3	7	5	0
COc1ccccc1Cn1nc(C(=O)O)c2ccccc2c1=O	-6	18	-2	2	3	0	15
COc1cc(CNc2nc3ccccc3n2Cc2ccccc2)ccc1O	4	-14	-3	/	-1	3	0
CC(=O)Nc1ccc2nc(SCC(=O)O)sc2c1	/	-1	-6	3	-2	6	-8
Cc1cccc(Cn2c(SCCN3CCCCC3)nc3c2c(=O)[nH]c(=O)n3C)c1	-1	10	2	/	1	1	11
CCN(CC)C(=O)CN(c1cccc(OC)c1)S(=O)(=O)c1ccc(C)cc1	44	1	/	4	2	/	-1
Cc1ccc2c(c1)c(N=Nc1ccc([N+](=O)[O-])cc1)c(O)n2C	17	5	-6	-6	-1	-2	-3
Cc1nc(C(=O)Nc2ccc(Cl)cc2)nn1-c1ccc([N+](=O)[O-])cc1	-18	5	/	-9	1	/	-2
C[C@@H]1CCCCO[C@H](CN(C)S(=O)(=O)c2cn(C)cn2)[C@@H](C)CN([C@@H](C)CO)C(=O)c2cc(NC(=O)Nc3ccc(F)cc3)ccc2O1	-2[16.7 µM]	/	4	-1	3	2	-2
CCCC(=O)Nc1cccc(NC(=O)Cc2ccc(Cl)cc2)c1	6	7	2	/	1	2	0
CC1S/C(=N/N=C/c2ccco2)N(Cc2ccccc2)C1=O (configuration not stated)	1	-9	-8	/	2	4	?
CCOC(=O)c1nc(-c2ccccc2)oc1N(C)C	3	-10	/	3	-18	/	5
O=C(CCCCN1CCCCC1)c1ccccc1	0	-1	-5	-3	2	0	-2
CCC(C)Cn1c(C(C)O)nc2ccccc21 (configuration not stated)	-6	-5	/	6	1	/	4
C[C@@H]1CN([C@@H](C)CO)C(=O)c2cc(C#CCc3ccccc3)cnc2O[C@H]1CN(C)Cc1cccc(F)c1	-1[16.7 µM]	-5	11	12	0	3	-5
COc1cccc(NC(=O)CN(C)C(=O)c2ccc3c(c2)S(=O)(=O)N=C2CCCCCN23)c1	/	-2	-6	-18	/	-3	-4
Cc1ccc(Cl)cc1N1CCN(C(=O)Cc2c(C(=O)O)[nH]c3ccccc23)CC1	10	-3	3	-4	0	-2	-5
CCCNC(=O)N(C)C[C@H]1Oc2ncc(C#C[C@@H](C)O)cc2C(=O)N([C@H](C)CO)C[C@@H]1C	-2[16.7 µM]	/	1	-8	-4	-2	1
O=C(Nc1ccccc1N1CCCC1)c1cccnc1Cl	7	-14	/	/	-2	/	-4
COc1ccc(Cl)cc1NC(=O)c1ocnc1C	15	10	-1	-7	3	-4	2
CC(C)N(CCNCC(O)COc1ccc(C(C)(C)c2ccccc2)cc1)C(C)C (configuration not stated)	/	/	-4	7	/	-2	/
CCN(CC)S(=O)(=O)c1cccc(NC(=O)c2cc(-c3cccs3)nn2-c2ccccc2)c1	-1	-3	/	/	/	/	-8

Single values from above.
Reading for O=C(CNC(=S)N(CCCN1CCOCC1)Cc1cccs1)NC1CCCC1 in Statin myotox sup: 5
Reading for COc1ccccc1Cn1nc(C(=O)O)c2ccccc2c1=O in ARNT-TACC3 inh: 2

Further entries.
SMILES	miR122 inh	Statin myotox sup	SIRT5 inh	ARNT-TACC3 inh	Cneo AK release	ERp5 block	esBAF inh
CCS(=O)(=O)N1CCN(C(=O)c2cccc3ccccc23)CC1	-2	-4	-7	0	2	3	-5
Cc1ccc(Cn2cccc2C2=NC(C)CO2)cc1 (configuration not stated)	-6	-12	/	4	6	/	14
CCOc1ccccc1N(CC)C(=O)Cn1ncc2c(=O)oc3ccccc3c21	-4	-12	-2	4	4	2	-3
OCCNc1nc(-c2ccccc2)nc2c1oc1ccccc12	5	?	-3	5	4	0	-2
COc1ccc(CCC(C)NC(=O)Cc2ccc(OC)c(OC)c2)c(OC)c1 (configuration not stated)	-13	-1	-7	-8	2	0	0
O=C(C[C@@H]1CC[C@H](NC(=O)CN2CCOCC2)[C@@H](CO)O1)NC1CCC1	/	3	1	-10	-1	13	-2
COC(C[C@@H](O)C[C@H](O)COCc1ccccc1)OC	/	-5	-1	-9	0	14	0
COC(=O)c1ccc(CN2CCCC(CO)(Cc3ccc(F)cc3F)C2)cc1 (configuration not stated)	8	-23	-2	-4	-1	2	2
COCCN(C(=O)c1cc(-c2ccncc2)nc2ccccc12)c1c(N)n(CC(C)C)c(=O)[nH]c1=O	-3	/	0	-2	/	2	/
CCOc1ccc(C(=O)Nc2ccc(S(=O)(=O)NCC3CCCO3)cc2)cc1OCC (configuration not stated)	-2	/	1	-3	-1	-3	/
Cc1cccc(Oc2c(C=O)c3ccccc3n2C)c1	1	-11	/	0	2	/	-6
COc1ccc(Cl)cc1C(=O)Nn1c(-c2cccs2)nc2ccccc2c1=O	/	/	-4	-4	/	2	/
Nc1n[nH]c(-c2ccccc2[N+](=O)[O-])n1	/	/	2	-9	/	0	/
COc1ccccc1NC(=O)CCc1nc(-c2ccccc2F)no1	1	9	10	-8	3	6	19
O=C(CCNC(=O)c1ccc(Cl)cc1)Nc1ccc(S(=O)(=O)N2CCCCC2)cc1	/	-2	6	-4	-5	-3	0
CCOc1ccccc1NC(=S)NC(=O)CCCOc1ccc(Cl)cc1Cl	/	-22	0	29	1	-16	-4
CSc1nc2c(c(=O)[nH]1)C(c1cccc(Cl)c1)CC(=O)N2 (configuration not stated)	-1	-2	-1	-2	/	-14	18
C[C@H](NC(=O)[C@H]1[C@H](CO)[C@H]2Cn3c(ccc(-c4cccnc4)c3=O)[C@H]2N1C)c1ccccc1	-1[16.7 µM]	-6	0	-9	0	4	-1
CS(=O)(=O)N(CC(=O)Nc1ccc(S(=O)(=O)N2CCOCC2)cc1)c1ccccc1Cl	/	5	0	33	0	3	-6
CCc1nnc(NC(=O)CSc2nc3cc(OC)c(OC)cc3cc2C)s1	-10	/	-1	-7	/	4	/
CN(C)C(=O)/C(=C/c1ccc(-c2cccc([N+](=O)[O-])c2)o1)NC(=O)c1ccccc1	3	-17	1	0	3	3	-4
O=C(O)COCC(=O)Nc1ccc2c(c1)oc1ccccc12	-12	7	-1	-5	-1	-8	5
Cc1cc(C)n(C2CCCCC2OC(=O)c2ccccc2F)n1 (configuration not stated)	1	-7	/	3	-1	/	-8
Cc1ccc(NC(=O)c2ccccc2-c2cc(C)no2)cc1	-3	-4	-1	/	-1	1	-4
Cc1nc2ccc(S(=O)(=O)NC(C(=O)N3CCn4c3nc3ccccc34)C(C)C)cc2s1 (configuration not stated)	-3	1	/	-4	0	-8	-4

Fetched by compound from the list above:
SMILES	miR122 inh	Statin myotox sup	SIRT5 inh	ARNT-TACC3 inh	Cneo AK release	ERp5 block	esBAF inh
CCOc1ccc(C(=O)Nc2ccc(S(=O)(=O)NCC3CCCO3)cc2)cc1OCC (configuration not stated)	-2	/	1	-3	-1	-3	/
COC(=O)c1ccc(CN2CCCC(CO)(Cc3ccc(F)cc3F)C2)cc1 (configuration not stated)	8	-23	-2	-4	-1	2	2

Other records follow:
SMILES	miR122 inh	Statin myotox sup	SIRT5 inh	ARNT-TACC3 inh	Cneo AK release	ERp5 block	esBAF inh
CCOC(=O)/C(C#N)=C/Nc1ccccc1NS(=O)(=O)c1ccc2c(c1)OCCO2	/	1	-1	-15	1	-2	-2
COc1ccc(-c2csc(Nc3ccc(S(=O)(=O)Nc4cc(C)on4)cc3)n2)cc1C	/	/	0	5	/	-6	/
CCN1C(=O)C(O)(CC(=O)c2ccccn2)c2ccccc21 (configuration not stated)	2	1	/	3	0	/	4
Cc1ccc(C2=NN(S(=O)(=O)c3ccccc3)C(c3ccco3)C2)cc1 (configuration not stated)	/	-26	-6	/	-1	3	14
Cc1ccccc1-c1cnc2c(c1)C(=O)N([C@@H](C)CO)C[C@@H](C)[C@@H](CN(C)CC1CC1)O2	-2[16.7 µM]	35	/	/	/	/	-3
Cc1cc(CN(C)C(=O)c2cc(COc3ccc(F)cc3Cl)on2)n[nH]1	/	/	-1	-3	/	1	/
O=C(Nc1ccc2c(c1)OCO2)O[C@@H]1C[C@H]2CCCC(=O)N3CC[C@@H](C1)[C@@H]23	-4	-2	/	0	-1	2	12
C[C@@H]1CN([C@H](C)CO)C(=O)c2cccc(NC(=O)NC3CCCCC3)c2O[C@@H]1CN(C)S(=O)(=O)c1ccc(F)cc1	-7[16.7 µM]	-8	-2	0	-4	-3	4
CNC(=O)C[C@H]1CC[C@@H]2[C@@H](COc3ccc(NC(=O)c4cscn4)cc3C(=O)N2C)O1	46[16.7 µM]	-6	/	-5	-3	/	-2
NCCCCCc1nnc(SCC(=O)c2ccc(Cl)cc2)o1	-1	-10	/	0	-1	/	0
c1ccc2c(c1)nc1sccn12	5	2	/	-7	-5	/	-10
C[C@H](CO)N1C[C@H](C)[C@@H](CN(C)Cc2ccc(Cl)c(Cl)c2)OCCCC[C@H](C)Oc2ccc(NS(C)(=O)=O)cc2C1=O	-10[16.7 µM]	51	10	-2	3	0	6
CC(C)NC(=O)N1[C@H](C(=O)N2CCOCC2)[C@@H](CO)[C@@H]2Cn3c(ccc(-c4ccc(F)cc4)c3=O)[C@@H]21	/	-7	-18	5	42	-3	0
Cc1ccccc1-n1ncc2c1CC(C)(C)CC2NC(=O)C1=CC(=O)CC(C)(C)O1 (configuration not stated)	-2	7	1	-3	-1	3	0
CO[C@@H]1CN(C)C(=O)c2cc(NC(=O)C3CC3)ccc2OC[C@H](C)N(C(=O)c2ccncc2)C[C@@H]1C	20[16.7 µM]	-6	-5	4	0	5	1
COc1ccc(NC(=O)N(C)C[C@H]2OCCCC[C@H](C)Oc3ccc(NS(=O)(=O)c4cccs4)cc3C(=O)N([C@@H](C)CO)C[C@@H]2C)cc1	7[16.7 µM]	/	5	/	4	-2	3
COc1ccc2[nH]c(C)c(CCN3C(=O)C4CC=CCC4C3=O)c2c1 (configuration not stated)	-3	-12	/	/	-1	-4	-1
O=C(Cn1cnc2ccccc21)N/N=C/c1ccccc1	/	/	2	-8	/	1	/
COc1cc(SC)ccc1C(=O)Nc1nccs1	4	-5	5	3	-15	2	-22
COc1ccc2c(C)cc(N3CCCCCC3)nc2c1	2	/	-5	-14	/	6	/
CCc1ccc(S(=O)(=O)Nc2cc3c(cc2N2CCOCC2)n(C)c(=O)c(=O)n3C)cc1	-6	11	-9	1	-1	-3	-6
COc1ccc(C(=O)NCC(=O)OCC(=O)N2CCc3ccccc32)cc1	/	/	-5	3	/	0	/
Cc1ccc(NC(=O)Cn2cc(C(=O)C3CC3)c3ccccc32)cc1	-10	7	-3	-22	/	-1	-4
Cc1ccccc1C1c2[nH]c3ccccc3c2C[C@H]2C(=O)N(c3ccccc3C(=O)NCCN3CCOCC3)C(=O)N12 (some centres not stated)	1	-9	2	1	-3	0	11
COCCNC(=S)NC12CC3CC(CC(C3)C1)C2	-6	-11	/	-4	8	/	0

3 compounds out of the list above, ordered by the number in ERp5 block, ascending.
Molecule,miR122 inh,SIRT5 inh,ARNT-TACC3 inh,ERp5 block,esBAF inh
O=C(Cn1cnc2ccccc21)N/N=C/c1ccccc1,/,2,-8,1,/
COc1cc(SC)ccc1C(=O)Nc1nccs1,4,5,3,2,-22
Cc1ccccc1-n1ncc2c1CC(C)(C)CC2NC(=O)C1=CC(=O)CC(C)(C)O1 (configuration not stated),-2,1,-3,3,0
